# Assay outcomes as filed in PubChem BioAssay.
# MT1-MMP act inh = blockers of MT1-MMP proenzyme processing, primary screen, HT1080 RFP-PRO-GFP cells, GFP/RFP fluorescence | 0.061% of 360,000 active | GFP/RFP ratio change, % at 20 µM | Matrix metalloproteinase-14 (Homo sapiens), P50281 | AID 651647, 2012 | GFP/RFP ratio fluorescence, overnight; percent of plate control window, DMSO zero;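 active means GFP/RFP ratio change of at least 30% with cell ATP level not reduced by more than half and red fluorescence within 50% of control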; further: strong numbers were not always called active
#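 Test system: HT1080 cells expressing an RFP-PRO-GFP fluorescent reporter construct / Compound dosing: single-point 20 µM compound, 1% DMSO / Schedule: cells overnight before dosing, compound overnight, 37 °C, 5% CO2 / Evaluation: GFP/RFP fluorescence ratio / Control set: DMSO and RFP-L50D-GFP cell wells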
# SKN-1 block = suppressors of acrylamide-induced Pgst-4::GFP reporter in worms, primary screen, SKN-1 inhibitor project, whole organism, uHTS, GFP/RFP fluorescence ratio, strain VP596; C. elegans VP596 Pgst-4::GFP/RFP ratio, 24 h; 0.49% of 360,000 active; inhibition, % at 21.8 µM; AID 624304, 2012;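 active means interference check ratio from 0.5 to 1.5 plus GFP to RFP signal ratio inhibition reaching or exceeding a fixed threshold, cut at about 30% in these data, passing the limit was not always enough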; further: some compounds called inactive have numbers as strong as hits
# NRP1-CendR mod = modulators of CendR peptide binding to NRP-1, primary screen, biochemical, fluorescence polarization, uHTS; Neuropilin-1 (Homo sapiens), O14786; FAM-RPARPAR peptide binding to NRP-1; inhibition, % at 25 µM; 0.85% of 360,000 active;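 active means inhibition or corrected inhibition above about 18%, plus a signal ratio from 0.5 to 1.5, limit read from the data, passing the limit was not always enough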; further: strong numbers were not always called active
# eLon inh = inhibitors of E. coli Lon protease, primary screen, biochemical, fluorescence polarization; P0A9M0; inhibition, % at 7.94 µM; AID 602123, 2011; 0.42% of 360,000 active; purified E. coli Lon protease; in the data active means inhibition above about 13%, passing the limit was not always enough;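 further: 0% = enzyme with probe and DMSO and 100% = no enzyme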
# bovine MsrA act = bovine MsrA enzyme activators, primary screen, biochemical, absorbance, HTS; Methionine sulfoxide reductase A (Bos taurus); purified bovine MsrA, absorbance read-out; activation, % at 10.6 µM; 0.3% of 360,000 active; in the data active means activation above about 7.5%;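 further: 0% = vehicle and 100% = reference activator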
# MsrA inh = bovine MsrA enzyme inhibitors, primary screen, biochemical, absorbance, HTS. 0.75% of 360,000 active. purified bovine MsrA, absorbance read-out. AID 651718, 2012. inhibition, % at 15.5 µM; in the data active means inhibition above about 4.5%;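 further: 0% = vehicle wells with enzyme and 100% = reference inhibitor wells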
# FAS-TE inh = FAS thioesterase domain inhibitors, primary screen, biochemical, fluorescence intensity, uHTS; Fatty acid synthase (Homo sapiens), P49327; recombinant FAS-TE, OMFH fluorogenic substrate, fluorescence endpoint; inhibition, % at 15 µM; 0.67% of 360,000 active; AID 602261, 2012;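 active means compounds whose normalised, plate-corrected inhibition of enzyme fluorescence in the single-dose primary screen is 50% or more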;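 further: 0% = DMSO with enzyme and 100% = substrate without enzyme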
# Neddyl block = inhibitors of cullin neddylation, primary screen, biochemical, TR-FRET, uHTS, NAE and Ubc12. NEDD8-conjugating enzyme Ubc12 (Homo sapiens) + NEDD8-activating enzyme E1 regulatory …. calls only at 25 µM. 0.58% of 360,000 active. AID 651699, 2012; in the data active means inhibition above about 36%
# Target sequence (P61081 whole entry, looked up): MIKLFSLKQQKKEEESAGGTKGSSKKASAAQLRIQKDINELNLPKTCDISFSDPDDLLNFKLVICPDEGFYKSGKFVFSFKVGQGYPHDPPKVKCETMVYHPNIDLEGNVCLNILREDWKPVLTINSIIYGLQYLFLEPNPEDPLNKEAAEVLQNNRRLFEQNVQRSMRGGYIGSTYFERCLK
# Target sequence (Q13564 whole entry, looked up): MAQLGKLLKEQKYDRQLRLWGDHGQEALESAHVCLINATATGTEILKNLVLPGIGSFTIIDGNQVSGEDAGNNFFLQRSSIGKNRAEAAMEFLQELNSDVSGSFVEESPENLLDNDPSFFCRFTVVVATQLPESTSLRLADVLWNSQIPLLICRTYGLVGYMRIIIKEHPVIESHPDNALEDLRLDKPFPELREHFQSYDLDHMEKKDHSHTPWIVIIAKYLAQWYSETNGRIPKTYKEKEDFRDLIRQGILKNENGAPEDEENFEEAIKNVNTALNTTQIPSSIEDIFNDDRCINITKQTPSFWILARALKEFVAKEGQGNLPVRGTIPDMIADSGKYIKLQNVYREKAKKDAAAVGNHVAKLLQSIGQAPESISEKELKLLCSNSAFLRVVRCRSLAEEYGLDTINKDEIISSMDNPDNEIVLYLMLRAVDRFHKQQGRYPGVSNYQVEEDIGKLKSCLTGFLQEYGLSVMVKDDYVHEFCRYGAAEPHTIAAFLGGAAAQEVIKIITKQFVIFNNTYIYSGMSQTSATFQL
# Rin1-Abl PPI inh = inhibitors of Rin1-Abl protein binding, primary screen, biochemical, TR-FRET; Tyrosine-protein kinase ABL1 (Homo sapiens) + Ras and Rab interactor 1 (Homo sapiens), …; inhibition, % at 7.35 µM; 0.4% of 360,000 active; AID 588664, 2011; in the data active means inhibition above about 5%, passing the limit was not always enough
# Active calls of the source: *; i = inactive; · = no result given.
# Start of the listing, in advance (two entries):
SMILES,MT1-MMP act inh,SKN-1 block,NRP1-CendR mod,eLon inh,bovine MsrA act,MsrA inh,FAS-TE inh,Neddyl block,Rin1-Abl PPI inh
COc1cccc(C(=O)NNC(=O)Cc2csc(N)n2)c1,-1.1,4.6,-3.7,7.1,-3.0,-0.1,-4.4,i,-2.6
N#CCN(C(=O)COC(=O)CCCNC(=O)c1ccc(Cl)cc1)c1ccccc1,0.4,-1.3,-8.1,-3.3,-1.8,-1.0,-2.3,i,3.8

# The listing, from the start:
SMILES,MT1-MMP act inh,SKN-1 block,NRP1-CendR mod,eLon inh,bovine MsrA act,MsrA inh,FAS-TE inh,Neddyl block,Rin1-Abl PPI inh
COc1cccc(C(=O)NNC(=O)Cc2csc(N)n2)c1,-1.1,4.6,-3.7,7.1,-3.0,-0.1,-4.4,i,-2.6
N#CCN(C(=O)COC(=O)CCCNC(=O)c1ccc(Cl)cc1)c1ccccc1,0.4,-1.3,-8.1,-3.3,-1.8,-1.0,-2.3,i,3.8
CC1(C)Cc2c(sc3nc4n(-c5ccccc5)c(=O)c(CCC(=O)O)nn4c(=O)c23)CO1,2.9,-1.5,-7.5,2.6,-2.2,2.8,-3.6,i,-4.0
CN(C)/C=C/C(=O)c1ccc2noc(-c3cccc(F)c3)c2c1,·,14.5,6.3,-3.0,-3.5,1.2,0.4,i,-1.1
CCOc1ccc(C(=O)N2CCN=C2SC)cc1OCC,10.7,6.5,-6.3,-13.6,-7.6,-1.4,-7.7,i,1.2
CC(C)c1ccc(N(C(=O)C(F)(F)F)C(C(=O)NC2CCCCC2)c2ccncc2)cc1 (configuration not stated),0.9,-20.0,9.8,-12.1,-0.7,-0.5,-3.6,i,-4.4
COCCS(=O)(=O)N(Cc1ccccc1)[C@H](C(=O)OC)C(C)C,-0.9,16.0,1.0,0.5,1.9,0.7,-0.9,i,-2.4
O=C1CCC([N+](=O)[O-])C(C2CC=CCC2)N1 (configuration not stated),4.1,5.9,2.7,-1.4,-7.6,1.0,-3.7,i,-2.7
Cc1ccc(C)c2[nH]c(=O)c(CN(Cc3ccco3)C(=O)Nc3ccccc3)cc12,-15.2,-14.8,-6.0,7.0,-3.9,·,16.2,i,1.6
Cc1ccccc1NS(=O)(=O)c1ccc(Cl)cc1,3.9,0.1,0.3,-7.9,-8.5,1.7,2.2,i,4.0
CN(Cc1ccccc1)C(=S)Nc1cccnc1,0.1,-2.1,-11.9,0.6,2.2,0.7,-7.1,i,-0.4
COCc1nnc(NS(=O)(=O)c2c(C)cc(C)cc2C)s1,-0.6,-2.4,-15.1,-5.2,0.7,-0.5,-11.9,i,0.7
CC1CCN(C(=O)/C=C/c2ccc(C(C)(C)C)cc2)CC1,0.3,9.0,12.2,-1.0,0.9,1.4,18.7,i,1.1
O=C1NCCc2c1[nH]c1ccc([N+](=O)[O-])cc21,-8.4,-8.6,-1.7,-10.8,-1.6,1.0,14.8,i,3.4
COc1ccc(S(=O)(=O)N2CCC(C(N)=O)CC2)c2ccccc12,3.5,5.2,-2.8,-0.8,0.3,0.3,-1.6,i,-0.8
CCOc1ccc(-c2c(C(=O)N/N=C/c3ccncc3)nnn2-c2nonc2N)cc1,0.5,8.9,3.1,-0.1,-2.4,0.2,-4.9,i,3.9
CC(C)(C)c1ccc(C(=O)NC(CC(=O)O)c2ccc(OC3CCCC3)cc2)cc1 (configuration not stated),-5.2,17.4,-7.6,-6.7,-2.0,0.1,-2.0,i,4.0
Cc1c(NC(=S)NNC(=O)CCC(=O)O)c(=O)n(-c2ccccc2)n1C,5.3,-1.0,-10.9,-14.8,-2.6,-1.0,-9.4,i,1.0
CCOc1ccccc1N1CC(C(=O)Nc2ccccc2N2CCCC2)CC1=O (configuration not stated),-0.1,2.6,-4.9,-13.2,-2.4,-0.9,-1.9,i,-1.3
COc1ccc(-c2nc3ccccc3nc2-c2ccc(OC)c(OC)c2)cc1OC,-4.6,9.3,10.3,2.5,-1.4,-0.9,7.0,i,2.0
CC(C)c1ccc(C(=O)Nc2ccc(CN3CCOCC3)cc2)cc1,3.6,70.1*,-10.7,8.1,-5.2,-1.0,-2.9,i,3.2
CC(=C1C2C=CC1C1C(=O)NC(=O)C21)c1ccccc1 (configuration not stated),-6.4,-4.3,1.5,1.4,-2.1,0.9,-7.1,i,0.2
O=C(Nc1cc(Cl)ccc1N1CCOCC1)c1ccc2c(c1)OCO2,1.6,3.8,8.0,-15.7,-1.9,-1.6,2.5,i,-1.7
C/C(=C\c1ccc2c(c1)OCO2)C(=O)c1c(C)cc(C)[nH]c1=O,·,-1.5,-4.8,-0.1,-6.5,5.5*,-2.1,i,-3.1
Cc1ccc(NC(=O)c2c(Cl)n(C)c3ccccc23)cc1,0.4,-5.2,-2.4,-2.8,-5.4,0.0,8.9,i,-2.7

# Record cards (already shown).
# Profile of CN(Cc1ccccc1)C(=S)Nc1cccnc1 = MT1-MMP act inh = 0.1; SKN-1 block = -2.1; NRP1-CendR mod = -11.9; eLon inh = 0.6; bovine MsrA act = 2.2; MsrA inh = 0.7; FAS-TE inh = -7.1; Neddyl block = i; Rin1-Abl PPI inh = -0.4
# Profile of COCCS(=O)(=O)N(Cc1ccccc1)[C@H](C(=O)OC)C(C)C = MT1-MMP act inh = -0.9; SKN-1 block = 16.0; NRP1-CendR mod = 1.0; eLon inh = 0.5; bovine MsrA act = 1.9; MsrA inh = 0.7; FAS-TE inh = -0.9; Neddyl block = i; Rin1-Abl PPI inh = -2.4

# Other entries.
SMILES,MT1-MMP act inh,SKN-1 block,NRP1-CendR mod,eLon inh,bovine MsrA act,MsrA inh,FAS-TE inh,Neddyl block,Rin1-Abl PPI inh
COc1ccc(OC)c(C(=O)CC2OC(=O)c3ccccc32)c1 (configuration not stated),3.3,7.4,4.0,10.9,-0.4,0.2,-3.9,i,-2.5
CC(=O)/C=C\c1ccc(OC(=O)c2cccnc2)cc1,-6.8,6.4,-10.9,-11.5,-2.9,1.2,-2.3,i,0.3
Cc1ccc(-c2nn(-c3ccccc3)cc2/C=N/NC(=O)c2ccc(Br)o2)cc1,0.0,9.3,4.3,-10.3,-3.6,0.8,1.4,i,-1.3
Cc1cc(/C=C2/C(=N)N3C(c4ccccc4)=CSC3=NC2=O)c(C)n1-c1ccc(Cl)cc1,3.1,-17.2,11.2,2.7,-11.2,1.1,-7.0,i,0.4
Cc1cc(S(=O)(=O)N2CCN(c3ccc(F)cc3)CC2)ccc1-n1cnnn1,1.9,2.8,10.5,-2.0,-1.2,-0.8,13.5,i,1.8
CC(=O)Nc1ccc(S(=O)(=O)NNC(=O)c2sc(=S)n(C)c2C)cc1,-0.6,4.6,6.4,-2.3,-7.6,2.9,-8.3,i,-2.0
COc1ccc(/C=C(\C#N)C(=O)OCC(=O)NCc2ccccc2)cc1,2.0,-2.2,-7.6,-5.9,-2.6,-0.3,-5.5,i,0.7
N=C(N)SCc1cn2ccccc2n1,4.2,2.1,7.8,4.4,-0.4,0.8,-12.4,i,-1.6
CC(C)(Nc1ccccc1)C(=O)c1ccccc1,0.8,7.4,-3.7,4.7,-5.0,-0.6,-0.6,i,-1.7
Cc1cccc2c(N)c3c(nc12)CCCC3 (tested in a mixture with another compound),3.9,6.1,8.2,-5.2,-4.4,0.6,-5.5,i,-0.3
Cc1cc(C)cc(OCC(=O)N2CCCCCC2)c1,1.2,5.3,-1.3,3.2,-2.6,2.7,-4.6,i,-0.3
O=C(c1noc2c1CCCC2)N1CCN(Cc2ccccc2)CC1,-2.2,6.7,-4.5,-2.8,0.1,·,-4.1,i,0.2
Cc1cccc(C)c1NC(=O)COn1nnc2ccc(C(F)(F)F)cc21,0.1,7.3,-0.5,0.3,1.7,0.7,2.2,i,0.1
COc1cccc(N(CC(=O)NC2CCCC2)C(=O)Cn2nnc(-c3ccc(C)o3)n2)c1,6.4,14.7,11.4,-7.0,-8.1,0.2,13.4,i,4.4
CC(C)(C)OC(=O)C[C@H]1C/C=C\C[C@H](CC(=O)NCCO)C(=O)NCCOC1=O,-1.7,-1.9,7.1,-7.1,-5.1,-0.5,-4.9,i,-0.4
COc1ccc(OC)c(-n2c(CN3CCC(C(N)=O)CC3)nc3ccccc3c2=O)c1,0.1,-2.6,-0.1,-5.4,-2.6,0.0,-6.0,i,-0.5
CCOC(=O)C1=C(C)N=C2SC(C)C(=O)N2C1c1cccc(F)c1 (configuration not stated),-10.5,6.4,7.4,-7.6,-2.0,1.7,5.6,i,-0.6
COc1ccc(C)cc1Nc1n[n+](-c2ccccc2)c(-c2ccc(SC)cc2)s1,5.0,14.0,18.8,-8.3,-9.3,-0.6,-123.6,i,3.5
COc1ccccc1CNC(=O)COC(=O)[C@H](Cc1c[nH]c2ccccc12)NC(=O)c1cccs1,-2.0,4.6,4.2,1.3,-8.6,1.1,-0.4,i,-1.2
CCN(C(=O)COC(=O)c1[nH]c(=O)[nH]c(=O)c1N)c1ccccc1,-1.5,-3.0,-8.0,-3.2,-1.8,1.8,-2.3,i,-1.6
COc1ccc(/C=C2/Sc3ccc(C(=O)NCCCN4CCOCC4)cc3NC2=O)cc1OC,2.0,-6.4,-17.9,-2.8,-3.3,2.3,-6.6,i,-9.4
O=C(NCc1ccccn1)NC1CCCCC1,-0.4,-0.1,1.6,-7.0,-1.4,0.9,-6.2,i,0.9
COc1ccc(CCN2CC(C(=O)NCc3nc(C)c(C)s3)CCC2=O)cc1 (configuration not stated),-2.5,-14.6,4.9,8.7,-4.0,0.5,-4.7,i,0.8
CCNc1c(NS(=O)(=O)c2ccc(C3CCCCC3)cc2)c(=O)oc2ccccc12,3.2,7.2,5.1,2.8,-9.1,0.7,5.3,i,3.3
CC(=O)N(C)c1ccc(OCC(O)CN(Cc2ccco2)S(=O)(=O)c2ccc(C)cc2)cc1 (configuration not stated),0.0,-11.3,-1.3,1.7,-9.3,-1.5,-6.7,i,1.2
COC(=O)c1ccc(CN2CCC(n3nccc3NC(=O)C3CCCC3)CC2)cc1,2.3,-4.1,-7.1,-6.9,-2.6,1.2,-3.1,i,-0.8
